AmpC inh no detg: AmpC beta-lactamase inhibition without detergent | P00811 | AmpC nitrocefin hydrolysis, absorbance 480 nm, 0.0001% Triton | Potency, µM (top dose mostly 57.1 µM), for the others: top-dose activity change, negative = inhibition, usual class: inhibitors | 330,000 tested, 0.52% active;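 note: potency is the fitted concentration of half-maximal effect; plate controls were no compound for no effect and no enzyme for full effect; nearly all actives have a fitted effect of over 20% in size; some results filed as inactive show a strong effect at the top dose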
Target sequence (P00811 whole entry, looked up): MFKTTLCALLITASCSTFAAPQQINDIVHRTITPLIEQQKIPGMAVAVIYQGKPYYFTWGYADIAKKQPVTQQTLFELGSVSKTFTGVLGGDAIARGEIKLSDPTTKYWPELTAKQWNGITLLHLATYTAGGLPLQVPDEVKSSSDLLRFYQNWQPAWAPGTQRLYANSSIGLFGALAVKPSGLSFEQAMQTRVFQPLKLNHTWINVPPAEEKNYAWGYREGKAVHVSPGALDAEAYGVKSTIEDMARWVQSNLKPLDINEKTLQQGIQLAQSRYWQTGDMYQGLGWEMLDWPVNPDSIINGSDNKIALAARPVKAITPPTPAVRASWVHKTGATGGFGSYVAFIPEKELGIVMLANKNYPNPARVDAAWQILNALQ
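20 mM phosphate pH 7.0 + 0.01% (detergent screen) or 0.0001% Triton X-100; 5.3 nM AmpC reagent; cpd preinc 15 min RT; nitrocefin (800 uM stock) to start; A480 q20 s × 4 min; Activity was normalised to no-enzyme and no-compound control wells.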
HCV inh: inhibitors of hepatitis C virus infection. Huh7.5.1 HCVcc-Cre infection, luciferase reporter, 44 h. Potency, µM (highest dose often 41.8 µM), for the others: at the top dose activity change, negative = inhibition, most hits filed as inhibitors. 340,000 tested, 3.4% active. AID 651820; note: potency is the fitted concentration of half-maximal effect
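Infectious HCV cell culture screen: compound-treated cells (1,000/well, pre-plated 4 h) are infected with HCVcc-Cre at roughly 0.5 moi and grown 44 h. Infection is quantified by luciferase signal after 15 min substrate incubation at room temperature.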
TbPYK inhibitor: inhibitors of Trypanosoma brucei pyruvate kinase. Potency, µM (top dose mostly 76.8 µM), without a hit: at the top dose activity, negative = inhibition, usual class: inhibitors. 410,000 tested, 0.12% active. AID 624173. Q57TT1. TbPYK enzyme, Kinase-Glo Plus ATP luminescence, 45 min; note: potency is the fitted concentration of half-maximal effect; nearly all actives have a fitted effect of over 50% in size
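Glycolytic pyruvate kinase of T. brucei was incubated with substrate, test compound and 130 uM ADP for 45 minutes at room temperature. Luminescent Kinase-Glo Plus signal was measured after 10 minutes.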
AMA1-RON2 inh: inhibitors of Plasmodium falciparum AMA1-RON2 interaction; 360,000 tested, 0.2% active; AlphaScreen AMA1-biotinylated RON2 peptide binding; Potency, µM (series often up to 58.2 µM), for inactives: top-dose activity change, negative = inhibition, actives largely listed as inhibitors; AID 720542;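 note: potency is the fitted concentration of half-maximal effect; 0% = vehicle wells and -100% = peptide control; nearly all actives have a fitted effect of over 45% in size; some results filed as inactive show a strong effect at the top dose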
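AMA1 (3D7) with his tag at 25 nM final met compounds first, then biotinylated RON2 peptide at 25 nM; detection used donor plus acceptor beads, 10 µg/mL apiece, read by AlphaScreen after 30 min at room temperature.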
AmpC inh detg: AmpC beta-lactamase inhibition with detergent present; Potency, µM (series often up to 114 µM), inactives show top-dose activity change, negative = inhibition, hits mostly inhibitors; P00811; 370,000 tested, 0.041% active; AmpC hydrolysis of nitrocefin, absorbance 480 nm, 0.01% Triton;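 note: potency is the fitted concentration of half-maximal effect; 0% = no-compound wells and -100% = no-enzyme wells; nearly all actives have a fitted effect of over 25% in size; some results filed as inactive show a strong effect at the top dose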
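20 mM phosphate pH 7.0 + 0.01% (detergent screen) or 0.0001% Triton X-100; 5.3 nM AmpC reagent; cpd preinc 15 min RT; nitrocefin (800 uM stock) to start; A480 q20 s × 4 min; Activity was normalised to no-enzyme and no-compound control wells.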
LmPK inhibitor: inhibitors of Leishmania mexicana pyruvate kinase. Potency, µM (doses to about 57.5 µM), for the others: at the highest dose activity change, negative = inhibition, most hits filed as inhibitors. purified LmPK, Kinase-Glo ATP luminescence, 1 h. 290,000 tested, 0.37% active. Q27686; note: potency is the fitted concentration of half-maximal effect
Target sequence (Q27686 whole entry, looked up): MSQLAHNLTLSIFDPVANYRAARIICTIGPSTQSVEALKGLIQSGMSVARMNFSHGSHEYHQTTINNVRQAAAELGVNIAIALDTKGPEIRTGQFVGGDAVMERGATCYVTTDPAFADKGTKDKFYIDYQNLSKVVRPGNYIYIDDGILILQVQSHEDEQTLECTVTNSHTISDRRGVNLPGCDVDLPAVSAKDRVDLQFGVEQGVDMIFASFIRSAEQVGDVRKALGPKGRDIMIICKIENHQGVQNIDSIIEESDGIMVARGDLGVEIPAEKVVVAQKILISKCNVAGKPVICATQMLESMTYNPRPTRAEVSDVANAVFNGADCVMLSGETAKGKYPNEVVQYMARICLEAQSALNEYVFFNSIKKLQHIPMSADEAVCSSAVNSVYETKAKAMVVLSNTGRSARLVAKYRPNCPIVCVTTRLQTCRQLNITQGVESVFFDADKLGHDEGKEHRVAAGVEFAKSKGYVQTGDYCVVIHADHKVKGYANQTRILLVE
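0.1 nM LmPK, 0.5 mM PEP, 0.1 mM ADP; 50 mM imidazole pH 7.2, 7 mM MgCl2, 50 mM KCl; 1 h RT. Kinase-Glo luminescence readout, normalized to no-enzyme (full inhibition) and uninhibited wells.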
HCMV inh: human cytomegalovirus inhibition | HFF cells, HCMV-luciferase reporter, 72 h; active compounds read low | 410,000 tested, 4.5% active | activity change, negative = inhibition, % at 57.5 µM; in the data active = activity change below about -60%; inconclusive = no clear call, values can overlap the other calls; inactive = above about -39%
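Cell-based, HFFs, 1000 cells/well, 16 h 37C; cpds in DMSO + HCMV-luc, MOI 1 PFU/cell; 72 h 37C; OneGlo luminescence after 5 min RT; norm. to buffer vs Salinomycin 10uM.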
Numbers without * were called inactive; ? = inconclusive; . = no result given; [ ] = dose if it differs, or a comment. Unless noted, calls come from the whole dose curve; as a rule, active = well fitted curve in the direction sought with a large enough effect; inconclusive = small, poorly fitted or top-dose-only effect, or another doubt; inactive = no such curve, though single readings can be large; an effect the other way counts as inactive or inconclusive. Unless noted, % is set by controls: 0 for no effect and ±100 for the full control effect.

Short forms – A = AmpC inh no detg; B = HCV inh; C = TbPYK inhibitor; D = AMA1-RON2 inh; E = AmpC inh detg; F = LmPK inhibitor; G = HCMV inh
(1) O=S(=O)(ON(c1ccccc1)S(=O)(=O)c1ccccc1)c1ccccc1
  A: -17%	B: 46%[activator]	C: -15%	D: -6%	E: -4%	F: 0%	G: ?
(2) CC(C)NC(=O)CCNC(=O)c1ccc(F)cc1
  A: 39%	B: 15%	C: 0%	D: 14%	E: -6%	F: 4%	G: -6
(3) COc1ccc(C2=NNC(=O)C2(C)Br)cc1 (stereo unspecified)
  A: .	B: 20%	C: ?	D: 2%	E: .	F: .	G: 12
(4) O=C(NCC1CCCCC1)c1ccc(=O)[nH]c1
  A: -26%	B: 25%	C: -3%	D: 9%	E: 2%	F: -2%	G: -23
(5) CN(C(=O)c1cccc(NC(=O)Cc2cccc(NC(=O)C3CCN(C(=O)C4CCCCC4)CC3)c2)c1)C1CC1
  A: .	B: 23%	C: -1%	D: 0%	E: .	F: .	G: 19
(6) CCCc1cc(=O)n2[nH]c(NCc3ccccc3OC)nc2n1
  A: .	B: .	C: -2%	D: .	E: 2%	F: .	G: 16
(7) Cc1ccsc1C1CC(=O)OC2=C1C(=O)CC(C)(C)C2 (stereo unspecified)
  A: -10%	B: .	C: .	D: .	E: -1%	F: 2%	G: .
(8) CC(C)CC(=O)NC(=S)Nc1ccc(NC(=O)c2cccs2)cc1
  A: -21%	B: ?	C: 9%	D: -1%	E: 4%	F: 1%	G: 57
(9) Cc1c(C(=O)N2CCCC2)oc2c1-c1nn(CC(=O)NCCCN3CCCCC3C)cc1CC2 (stereo unspecified)
  A: 90%[activator]	B: 18%	C: -7%	D: 10%	E: -3%	F: 1%	G: -20
(10) O=C(NCC1CCCO1)c1cccs1 (stereo unspecified)
  A: -5%	B: 1%	C: 0%	D: 9%	E: -13%	F: 2%	G: -3
(11) COCc1cc(=O)[nH]c(-c2ccccc2OC(F)(F)F)n1
  A: -6%	B: 7%	C: -8%	D: -4%	E: 0%	F: 3%	G: 75
(12) CCc1ccc(N(CC(=O)NC2CCCC2)C(=O)CCC(=O)Nc2ccccn2)cc1
  A: -16%	B: 18%	C: -21%	D: 12%	E: -12%	F: -1%	G: -11
(13) CCOc1ccc(N2CC(NC(=O)/C=C\c3ccc4c(c3)OCO4)CC2=O)cc1 (stereo unspecified)
  A: .	B: .	C: 8%	D: .	E: 2%	F: .	G: 18
(14) Cc1ccc(OCC(=O)Nc2ccc(N3CCN(S(C)(=O)=O)CC3)cc2)cc1
  A: -2%	B: 12%	C: 1%	D: -14%	E: 2%	F: 4%	G: 4
(15) CCCn1c(O)c(N=NC(=O)c2cccnc2)c2cc(Br)ccc21
  A: -26%	B: ?	C: 3%	D: 2%	E: 5%	F: -7%	G: -31
(16) CCOc1cc(C(=O)N/N=C/c2ccsc2)cc(OCC)c1OCC
  A: -14%	B: ?	C: -4%	D: 23%	E: -1%	F: -2%	G: 14
(17) O=C(Nc1cccc(S(=O)(=O)N2CCCC2)c1)c1cccc(S(=O)(=O)N2CCOCC2)c1
  A: -32%	B: ?	C: 1%	D: -4%	E: -5%	F: .	G: -13
(18) CC(=O)C1=C(O)C(=O)N(Cc2cccnc2)C1c1ccccc1 (stereo unspecified)
  A: -16%	B: 12%	C: 0%	D: 8%	E: 2%	F: -3%	G: 9
(19) Cc1cc(C)c2c(=O)n(CC(=O)Nc3ccc(Cl)cc3)sc2n1
  A: ?	B: -9%	C: ?	D: 16%	E: -13%	F: -22%	G: -16
(20) O=C(Nc1ccc(N2CCOCC2)cc1)c1ccc([N+](=O)[O-])cc1
  A: -4%	B: -13%	C: 7%	D: -9%	E: 1%	F: -7%	G: -11
(21) Cc1cc(OCC(=O)NC2CC2)c2c(C)cc(=O)oc2c1
  A: -10%	B: -1%	C: -2%	D: -6%	E: -2%	F: 4%	G: .
(22) CN(C)CCn1c2c(c(SCC(=O)Nc3ccccc3)nc1=O)CCCC2
  A: -3%	B: 1%	C: -5%	D: 17%	E: -15%	F: .	G: -13
(23) O=C(CCc1ccccc1)NNC(=S)Nc1ccc(F)cc1
  A: -8%	B: -12%	C: -17%	D: 16%	E: -3%	F: 7%	G: -40
(24) Nc1nc2ccc(N3CCOCC3)cc2s1
  A: -10%	B: 5%	C: -7%	D: 10%	E: 4%	F: -4%	G: 172
(25) COc1ccc(NC(=O)c2sc3nc(N4CCOCC4)c4c(c3c2N)CCCC4)cc1
  A: .	B: .	C: -23%	D: 13%	E: .	F: .	G: 22
(26) COc1ccc(Nc2nc(N)nc(CN3CCN(c4ccccn4)CC3)n2)cc1
  A: .	B: -17%	C: -4%	D: -17%	E: 2%	F: -2%	G: -39
(27) Cc1ccnc(NC(=O)c2ccc(Cl)c(S(=O)(=O)N3CCCCC3)c2)c1
  A: -7%	B: 13µM*	C: -4%	D: 0%	E: 3%	F: .	G: -11
(28) CC(=O)Nc1ccc(N2C(=O)CC(N3CCSCC3)C2=O)cc1 (stereo unspecified)
  A: -2%	B: -2%	C: 1%	D: 5%	E: 10%	F: 5%	G: -25
(29) CCc1ccc(S(=O)(=O)c2nnn3c2nc(N2CCOCC2)c2sccc23)cc1
  A: .	B: .	C: 1%	D: .	E: -7%	F: .	G: 13
(30) Cc1csc(NC(=O)CSc2nnc(NC(=O)C3CC(=O)N(c4ccccc4)C3)s2)n1 (stereo unspecified)
  A: -24%	B: 4%	C: -1%	D: -8%	E: ?	F: 0%	G: 15

Going on with the list.
Each structure is followed by: AmpC inh no detg, HCV inh, TbPYK inhibitor, AMA1-RON2 inh, AmpC inh detg, LmPK inhibitor, HCMV inh
(31) CCCN1CCC[C@@H](c2cccc(O)c2)C1
    -8%, 26%, -3%, 7%, -7%, ., 10
(32) CCN(CC)C(=O)Cn1cc(S(=O)(=O)CC(=O)Nc2cc(OC)ccc2OC)c2ccccc21
    76%[activator], 5%, -20%, -1%, 7%, 1%, -1
(33) Cc1sc2ncn(CC(=O)NCCCC(=O)N3CCC(C)CC3)c(=O)c2c1C
    -2%, 11%, -4%, -5%, ?, 6%, -4
(34) C[C@H]1CN([C@@H](C)CO)C(=O)CCCn2nncc2CO[C@H]1CN(C)C(=O)Nc1cccc(Oc2ccccn2)c1
    ., ., -9%, 16%, ., ., 29
(35) CCNC(=O)C1=C(O)c2sccc2N(C)S1(=O)=O
    -31%, -3%, 4%, 13%, ?, -9%, -10

Some of the entries above in a different format:
| No. | SMILES | AmpC inh no detg | HCV inh | TbPYK inhibitor | AMA1-RON2 inh | AmpC inh detg | LmPK inhibitor | HCMV inh |
| --- | --- | --- | --- | --- | --- | --- | --- | --- |
| 17 | O=C(Nc1cccc(S(=O)(=O)N2CCCC2)c1)c1cccc(S(=O)(=O)N2CCOCC2)c1 | -32% | ? | 1% | -4% | -5% | . | -13 |
| 18 | CC(=O)C1=C(O)C(=O)N(Cc2cccnc2)C1c1ccccc1 (stereo unspecified) | -16% | 12% | 0% | 8% | 2% | -3% | 9 |
| 19 | Cc1cc(C)c2c(=O)n(CC(=O)Nc3ccc(Cl)cc3)sc2n1 | ? | -9% | ? | 16% | -13% | -22% | -16 |
| 20 | O=C(Nc1ccc(N2CCOCC2)cc1)c1ccc([N+](=O)[O-])cc1 | -4% | -13% | 7% | -9% | 1% | -7% | -11 |
| 21 | Cc1cc(OCC(=O)NC2CC2)c2c(C)cc(=O)oc2c1 | -10% | -1% | -2% | -6% | -2% | 4% | . |
| 22 | CN(C)CCn1c2c(c(SCC(=O)Nc3ccccc3)nc1=O)CCCC2 | -3% | 1% | -5% | 17% | -15% | . | -13 |
| 23 | O=C(CCc1ccccc1)NNC(=S)Nc1ccc(F)cc1 | -8% | -12% | -17% | 16% | -3% | 7% | -40 |
| 24 | Nc1nc2ccc(N3CCOCC3)cc2s1 | -10% | 5% | -7% | 10% | 4% | -4% | 172 |
| 25 | COc1ccc(NC(=O)c2sc3nc(N4CCOCC4)c4c(c3c2N)CCCC4)cc1 | . | . | -23% | 13% | . | . | 22 |
| 26 | COc1ccc(Nc2nc(N)nc(CN3CCN(c4ccccn4)CC3)n2)cc1 | . | -17% | -4% | -17% | 2% | -2% | -39 |
| 27 | Cc1ccnc(NC(=O)c2ccc(Cl)c(S(=O)(=O)N3CCCCC3)c2)c1 | -7% | 13µM* | -4% | 0% | 3% | . | -11 |
| 28 | CC(=O)Nc1ccc(N2C(=O)CC(N3CCSCC3)C2=O)cc1 (stereo unspecified) | -2% | -2% | 1% | 5% | 10% | 5% | -25 |
| 29 | CCc1ccc(S(=O)(=O)c2nnn3c2nc(N2CCOCC2)c2sccc23)cc1 | . | . | 1% | . | -7% | . | 13 |
| 30 | Cc1csc(NC(=O)CSc2nnc(NC(=O)C3CC(=O)N(c4ccccc4)C3)s2)n1 (stereo unspecified) | -24% | 4% | -1% | -8% | ? | 0% | 15 |
| 31 | CCCN1CCC[C@@H](c2cccc(O)c2)C1 | -8% | 26% | -3% | 7% | -7% | . | 10 |
| 32 | CCN(CC)C(=O)Cn1cc(S(=O)(=O)CC(=O)Nc2cc(OC)ccc2OC)c2ccccc21 | 76%[activator] | 5% | -20% | -1% | 7% | 1% | -1 |
